# RXFP1 agonist = agonists of human relaxin receptor RXFP1; Q9HBX9; HEK293T-RXFP1 cAMP TR-FRET, 30 min; response scale: percent of porcine relaxin response, buffer zero; Potency, µM (doses to about 57.5 µM), inactives show at the top dose activation, most hits filed as activators; 370,000 compounds, 0.3% hits; note: potency is the fitted concentration of half-maximal effect; % is set by controls: 0 for no effect and ±100 for the full control effect; nearly all actives have a fitted effect of over 60% in size; many of its hits are not listed in these tables
# Target sequence (Q9HBX9 whole entry, looked up): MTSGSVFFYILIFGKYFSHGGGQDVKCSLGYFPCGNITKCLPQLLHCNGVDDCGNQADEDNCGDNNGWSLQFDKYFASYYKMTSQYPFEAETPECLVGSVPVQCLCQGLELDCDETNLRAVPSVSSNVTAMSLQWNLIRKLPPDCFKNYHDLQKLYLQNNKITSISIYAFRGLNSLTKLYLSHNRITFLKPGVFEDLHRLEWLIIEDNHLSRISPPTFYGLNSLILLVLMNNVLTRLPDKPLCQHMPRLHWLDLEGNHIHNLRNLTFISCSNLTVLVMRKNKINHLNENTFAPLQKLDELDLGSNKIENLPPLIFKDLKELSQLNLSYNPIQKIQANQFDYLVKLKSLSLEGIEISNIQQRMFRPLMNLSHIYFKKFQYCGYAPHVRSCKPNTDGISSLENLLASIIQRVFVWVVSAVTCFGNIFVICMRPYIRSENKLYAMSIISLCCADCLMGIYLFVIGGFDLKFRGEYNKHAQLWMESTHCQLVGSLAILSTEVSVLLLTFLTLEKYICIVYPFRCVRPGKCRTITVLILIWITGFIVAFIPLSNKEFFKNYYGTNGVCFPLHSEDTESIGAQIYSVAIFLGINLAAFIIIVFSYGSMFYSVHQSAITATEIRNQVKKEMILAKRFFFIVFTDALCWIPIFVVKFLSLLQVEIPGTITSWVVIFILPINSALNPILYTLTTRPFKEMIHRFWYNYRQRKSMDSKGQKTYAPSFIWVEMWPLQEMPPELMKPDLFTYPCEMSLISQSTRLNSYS
#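 HEK293 cells stably expressing RXFP1, treated 30 min at 37C with compounds plus PDE4 inhibitor Ro 20174; cAMP measured by HTRF TR-FRET. Normalized to buffer and 29 nM porcine relaxin; EC50 by Hill fit.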
# D1 potentiator = human D1 dopamine receptor positive modulation; P21728; HEK293 TREx D1 cells, calcium flux, dopamine EC20 potentiation; potentiation, % at 10 µM; 360,000 compounds, 0.036% hits; in the data active = potentiation above about 30%; note: 0% is about no effect
# TRHR enhancer = TRH receptor (human) allosteric enhancement. AID 493056. 360,000 compounds, 0.66% hits. enhancement, % at 2 µM. TRHR cells, fluo-8 calcium fluorescence, EC20 TRH enhancement; in the data active = enhancement above about 30%; note: 0% is about no effect
#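 TRHR-expressing cells loaded with fluo-8 calcium dye were read kinetically (ex 480/em 530) during compound addition, then stimulated with an EC20 of TRH (10 nM final). Enhancement of the Gq-mediated intracellular calcium response was scored.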
# TRHR agonist = agonists of human TRH receptor; TRHR cells, calcium flux fluo-8, FDSS agonist mode; activation, % at 2 µM; 360,000 compounds, 0.18% hits; in the data active = activation above about 30%; note: 0% is about no effect
#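 TRHR-expressing cells loaded with fluo-8 calcium dye; 23 nL library compound pin-transferred, kinetic FDSS fluorescence (Ex 480/Em 530) recorded about 180 s for agonist-induced calcium release, before a 10 nM TRH EC20 addition for potentiator mode.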
# Anesthetic bind = candidate novel general anesthetic via apoferritin binding; P02791; apoferritin/1-aminoanthracene competitive binding, fluorescence; Potency, µM (titrated, usually from 77.5 µM), for the others: top-dose activity change, negative = displacement, most hits filed as inhibitors; 350,000 compounds, 0.074% hits; AID 485281; note: potency is the fitted concentration of half-maximal effect; % is set by controls: 0 for no effect and ±100 for the full control effect; nearly all actives have a fitted effect of over 20% in size
# Target sequence (P02791 2-175 limits assumed): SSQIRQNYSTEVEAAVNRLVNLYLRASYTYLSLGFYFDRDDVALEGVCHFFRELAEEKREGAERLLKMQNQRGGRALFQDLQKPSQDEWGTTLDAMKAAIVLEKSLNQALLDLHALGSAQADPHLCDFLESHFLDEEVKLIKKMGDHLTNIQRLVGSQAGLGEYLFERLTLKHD
#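 Horse-spleen apoferritin (10 uM) in 50% saturated 1-aminoanthracene in PBS was incubated 10 min at room temperature with compound. Fluorescence (ex 380, em 535 nm) was normalized to free and bound 1-AMA, with concentration-response fitted by a four-parameter Hill equation.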
# D2 potentiator = D2 dopamine receptor (human) potentiation; HEK293 T-REx D2, calcium flux, EC20 dopamine potentiation; potentiation, % at 10 µM; AID 485347; 340,000 compounds, 0.34% hits;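 active = potentiation over 3 SD above the plate norm, cut at about 30% in these data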; note: 0% is about no effect
#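 Using a no-wash calcium dye in inducible, force-coupled HEK293 Trex cells expressing D2, we tracked fluorescence each second for 180 s after compound, then for 180 s after EC20 dopamine to detect augmented signalling.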
# D1 antag = blocks dopamine activation of the human D1 receptor | P21728 | HEK293 TREx D1 cells, calcium flux, dopamine EC80; hits give low values | activity change, negative = inhibition, % at 10 µM | 360,000 compounds, 3.2% hits; in the data active = activity change below about -30%; note: % is set by controls: 0 for no effect and ±100 for the full control effect
#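 Using tetracycline-induced force-coupled D1 Hek293 cells and a calcium dye, signals were followed for 180 s after compound, then for 180 s after EC80 dopamine, to detect inhibitors.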
# RXFP1 antag = RXFP1 (human) relaxin receptor antagonism | 350,000 compounds, 0.59% hits | activity change, negative = inhibition, % at 57.5 µM | HEK293-RXFP1, relaxin-stimulated cAMP HTRF, 30 min; hits give low values | Q9HBX9;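 active = activity change of -60% or lower, but not beyond a set lower limit; inconclusive = change between -60% and -40%, or beyond the set limit; inactive = change above -40%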; note: % is set by controls: 0 for no effect and ±100 for the full control effect
# D1 agonist = agonists of human D1 dopamine receptor. HEK293 T-REx D1 cells, calcium flux, agonist mode. P21728. AID 504660. 360,000 compounds, 1% hits. activation, % at 2 µM; in the data active = activation above about 30%; note: 0% is about no effect
#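 Agonism was scored from calcium flux recorded over 180 s (1 read/s) after pintool compound addition, following a 10-cycle baseline. Cells were inducible force-coupled HEK293 TREx D1, plated overnight at 30 C and loaded with no-wash calcium dye.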
# * = called active by the depositor; ? = inconclusive; · = not tested or not shown; & = joins results of further samples; [ ] = remark or other dose. Unless noted, calls come from the whole dose curve; as a rule, active = well fitted curve in the direction sought with a large enough effect; inconclusive = small, poorly fitted or top-dose-only effect, or another doubt; inactive = no such curve, though single readings can be large; an effect the other way counts as inactive or inconclusive.
no.	Structure	RXFP1 agonist	D1 potentiator	TRHR enhancer	TRHR agonist	Anesthetic bind
1	O=C(c1ccco1)N1CCN(C(=O)C2CC(c3ccc(Cl)c(Cl)c3)=NO2)CC1 (stereo not given)	0.3%	-6	-6	1.5	0%
2	COc1ccccc1NC(CC(=O)c1ccccc1)C(=O)OCC(=O)c1ccc(F)cc1 (stereo not given)	1.3%	0	4	0.4	-6%
3	COc1ccc(-c2cc3c(nn2)-c2ccccc2C3=O)cc1	6.7%	-2	23	0.3	-4%
4	Cc1nnc(SCc2cn3ccsc3n2)n(N)c1=O	7.9%	-4	-1	0.4	-4%
5	O=C(N/N=C/c1cc2c(cc1Br)OCO2)c1cc2ccccc2o1	-1.8%	1	-9	0.0	-12%
6	CCOc1ccc(Br)cc1S(=O)(=O)N1CCCC1	-3.6%	-1	2	-0.4	-3%
7	Cc1cc(NC(=O)c2sc(Nc3ccc(F)c(Cl)c3)nc2N)no1	2.3%	-6	11	0.2	-5%
8	COc1ccc(NC(=O)c2ccc(NC3CC(=O)N(c4ccc(C)cc4C)C3=O)cc2)cc1 (stereo not given)	-0.2%	-3	7	0.6	-8%
9	CC(C)c1nn2c(=O)cc(COC(=O)c3ccc4c(c3)OCO4)nc2s1	4.3%	-4	-9	0.5	-13%
10	Cc1c(OCc2ccccc2)cccc1OCc1ccccc1	12%	-3	-3	0.6	-8%[15.3 µM]
11	Cc1cc[n+](C(C)C(=O)c2ccc(-c3ccccc3)cc2)cc1 (stereo not given)	3.8%	-11	-10	-0.2	?
12	Cc1ccc(NCc2ccccc2O)cc1	-1.4%	-10	0	0.1	?

no.	D2 potentiator	D1 antag	RXFP1 antag	D1 agonist
1	5	-37*	-1	21
2	·	-11	5	4
3	-9	10	-1	-1
4	-6	2	4	2
5	-25	11	-7	1
6	0	3	3	3
7	-1	-23	-24	3
8	3	-31*	-22	6
9	8	13	·	1
10	5	3	·	1
11	-10	5	-16	3
12	-6	3	3	0

# The list continues:
no.	Structure	RXFP1 agonist	D1 potentiator	TRHR enhancer	TRHR agonist	Anesthetic bind
13	CC(=O)NC1C(=O)N(CCc2ccccc2)c2ccc(Br)cc21 (stereo not given)	-0.3%	6	-1	0.1	-22%
14	CN1/C(=C\C=C2/SC(=S)N(CC(=O)O)C2=O)C(C)(C)c2ccccc21	0.4%	-10	-21	112*	?
15	O=C(COC(=O)c1ccc(S(=O)(=O)NCc2ccco2)cc1)Nc1ccccc1	2.6%	-5	4	1.5	·
16	COCC1CCN(C(=O)c2cc(COc3cncc(Cl)c3)on2)C1 (stereo not given)	0.1%	-6	-4	0.4	-15%
17	CC(C)[C@@H](CO)NC(=O)c1ccc2c3n(nc2c1)-c1ccccc1CO3	-3.6%	7	-4	-0.3	15%
18	CN(C)C(C)(C)/C=C/C(O)(c1ccccc1)c1ccccc1	-0.3%	-7	-7	0.2	-10%
19	Cc1ccc(S(=O)(=O)N2CCOCC2)cc1C(=O)O	0.5%	0	12	-0.2	-5%
20	CCOc1cc2[nH]c(=O)n(Cc3ccc(C(=O)N4CCN(c5cccc(Cl)c5)CC4)cc3)c(=O)c2cc1OCC	-1.0%	-3	0	0.5	5%
21	CCOC(=O)c1cc(-c2ccc(OC)cc2)nn1Cc1ccccc1	-1.7%	1	2	-1.7	45%[activator]
22	CCc1ccccc1NC(=O)CSc1nnc(-c2cc(C)[nH]n2)n1N	-0.8%	2	-5	0.5	-5%
23	COC(=O)[C@H](C)NC(=O)NCc1ccccc1F	3.4%	-1	-3	0.0	-9%
24	Cc1ccc(Nc2sc(C(=O)c3ccc(F)cc3)c(N)c2S(=O)(=O)c2ccc(C)cc2)cc1	0.4%	-2	5	4.5	122%[activator]

no.	D2 potentiator	D1 antag	RXFP1 antag	D1 agonist
13	6	5	3	-1
14	-8	-26	-18	182*
15	-13	5	-6	7
16	10	4	11	8
17	-1	-20	·	1
18	3	12	-22	2
19	12	10	-1	4
20	0	13	1	0
21	17	8	·	13
22	8	7	-10	0
23	-6	-7	9	3
24	18	-30*	-3	79*

# Single values from the list:
# no. 17 in D1 potentiator has 7
# no. 24 in D1 potentiator has -2
# no. 22 in TRHR enhancer has -5
# no. 15 in RXFP1 agonist has 2.6%
# no. 23 in D1 potentiator has -1
# no. 21 in Anesthetic bind has 45%[activator]

# Other structures:
no.	Structure	RXFP1 agonist	D1 potentiator	TRHR enhancer	TRHR agonist	Anesthetic bind
25	CCc1c(C)nc2ncnn2c1NCCc1ccc(OC)cc1	4.1%	-6	4	-0.3	-10%
26	O=C(Nc1ncnc2sc3c(c12)CCCCC3)c1ccco1	2.6%	-1	-5	-0.3	9%
27	Cc1ccc(SCC(=O)NC(=O)NCCC(C)C)c(C)c1	4.4%	-3	-2	-0.1	?
28	CCOc1ccc(C2C(C(=O)Nc3ccccc3)=C(C)Nc3nc(-c4ccccc4Cl)nn32)cc1OC (stereo not given)	0.7%	3	1	-0.2	3%
29	Cc1ccc(C)c(OCCCC(=O)N2CCOCC2)c1	-2.0%	-4	4	0.7	-5%
30	O=S(=O)(c1ccc(F)c(F)c1F)N1CCN(C(=S)NCc2ccccc2)CC1	-1.5%	4	-5	2.3	9%
31	CC1(C)c2ccccc2N2CC(=O)N(CC(N)=O)C21C (stereo not given)	3.1%	-4	-2	2.6	-21%
32	CCN1CCN(c2nc(C)nc3c2sc(=S)n3C)CC1	8.8%	4	-1	0.1	-5%
33	CCCCC(=O)NCCc1cc2c(OC)ccc(OC)c2[nH]c1=O	-1.4%	-3	2	-0.3	-8%
34	O=C(Nc1ccc(N2CCOCC2)cc1N1CCOCC1)c1ccc([N+](=O)[O-])cc1	1.3%	-8	15	0.6	-8%
35	O=C(Cc1csc(-c2ccccc2)n1)NCc1ccc(F)cc1	0.9%	-9	-3	-0.8	-1%
36	Cn1cccc1C(=O)C(=O)Nc1ccc(Cl)cc1	0.5%	-1	8	-0.6	?

no.	D2 potentiator	D1 antag	RXFP1 antag	D1 agonist
25	0	-22	0	18
26	-9	-14	14	-2
27	4	1	16	3
28	4	-15	·	5
29	-11	5	-6	2
30	-3	-18	-17	12
31	8	23	-2	6
32	-22	8	-17	1
33	-11	2	-3	0
34	2	-6	·	2
35	-6	-14	-10	0
36	8	-8	4	1

# Some of the entries so far, in transposed form:
29. Cc1ccc(C)c(OCCCC(=O)N2CCOCC2)c1
30. O=S(=O)(c1ccc(F)c(F)c1F)N1CCN(C(=S)NCc2ccccc2)CC1

Screen / compound no. | 29 | 30
RXFP1 agonist | -2.0% | -1.5%
D1 potentiator | -4 | 4
TRHR enhancer | 4 | -5
TRHR agonist | 0.7 | 2.3
Anesthetic bind | -5% | 9%
D2 potentiator | -11 | -3
D1 antag | 5 | -18
RXFP1 antag | -6 | -17
D1 agonist | 2 | 12

# The list goes on:
no.	Structure	RXFP1 agonist	D1 potentiator	TRHR enhancer	TRHR agonist	Anesthetic bind
37	CSc1ccc(CN(C)C(=O)c2cc3ccccc3o2)cc1	0.0%	-6	-10	0.1	-22%
38	O=C(N/N=C/c1ccncc1)NC1CCCCC1	3.3%	2	1	0.0	-6%
39	Nc1ncnc2c1nc(N1CCCCC1)n2[C@@H]1O[C@H](CO)[C@@H](O)[C@H]1O	-0.5%	-1	5	0.5	·
40	CCc1ccc(CNC(=O)Cn2nc(-c3ccc(Cl)cc3)ccc2=O)cc1	2.6%	-2	-15	0.0	16µM*
41	Cn1cc(/C=C2/SC(=O)N(c3ccccc3)C2=O)c2ccccc21	3.5%	0	-14	3.3	-17%
42	O=C(Nc1ccccc1)N1CCCN(Cc2c(F)cccc2Cl)CC1	-0.4%	-6	3	0.3	-4%
43	COc1ccc(C2CC(=O)Nc3c2c(=O)[nH]c2nc4ccccc4n32)cc1OC (stereo not given)	3.5%	0	2	-3.1	42%[activator]
44	CC1CC1c1ccc(/C=C(\C#N)C(=O)Nc2ccccc2Cl)o1 (stereo not given)	0.4%	-4	-4	1.3	-5%
45	C[n+]1ccccc1COc1ccc(C(C)(C)C)cc1	0.4%	-1	0	-0.3	7%
46	O=C(CN1C(=O)CSc2ccc(S(=O)(=O)N3CCOCC3)cc21)NCCCN1CCOCC1	4.5%	-12	1	-0.4	-2%
47	COc1cc(C(=O)N(Cc2cc3ccccc3[nH]c2=O)CC2CCCO2)cc(OC)c1OC (stereo not given)	-0.2%	3	5	0.6	-7%
48	CCOc1ccc(NC(=O)CSc2oc(-c3cccs3)nc2S(=O)(=O)c2ccc(C)cc2)cc1	0.3%	-1	3	-0.5	-15%

no.	D2 potentiator	D1 antag	RXFP1 antag	D1 agonist
37	-4	2	-14	2
38	17	16	0	2
39	-7	26	·	3
40	13	18	·	-1
41	1	-7	·	0
42	1	3	-2	6
43	13	-1	4	0
44	·	-4	-28	12
45	10	8	-6	1
46	6	17	-18	3
47	-1	-1	3	0
48	5	3	-6	4

# Following part:
no.	Structure	RXFP1 agonist	D1 potentiator	TRHR enhancer	TRHR agonist	Anesthetic bind
49	CN(Cc1ccccc1)C(=O)Nc1ccc2c(c1)N(C)C(=O)c1ccccc1S2	12%	-2	-10	-0.1	70%[activator]
50	CC(C)c1cc(C(N)=O)c(NC(=O)C2CCC2)s1	-1.8%	-2	13	-0.3	-9%
51	COc1ccc(S(=O)(=O)Nc2cc3c(C(=O)OC(C)C)c(C)oc3c3ccccc23)cc1	1.2%	0	-6	0.1	-6%
52	Cn1c(N)c(C(=O)COC(=O)c2cc(-c3ccco3)nc3ccccc23)c(=O)n(C)c1=O	5.5%	-1	1	0.2	0%&13%

no.	D2 potentiator	D1 antag	RXFP1 antag	D1 agonist
49	-4	-16	-33	4
50	-1	4	-23	2
51	-7	-3	·	2
52	-1	9	·	0

# Single records (already shown). Screens in order: RXFP1 agonist, D1 potentiator, TRHR enhancer, TRHR agonist, Anesthetic bind, D2 potentiator, D1 antag, RXFP1 antag, D1 agonist
# COC(=O)[C@H](C)NC(=O)NCc1ccccc1F is listed as 3.4%, -1, -3, 0.0, -9%, -6, -7, 9, 3
# CCCCC(=O)NCCc1cc2c(OC)ccc(OC)c2[nH]c1=O is listed as -1.4%, -3, 2, -0.3, -8%, -11, 2, -3, 0
# CC1(C)c2ccccc2N2CC(=O)N(CC(N)=O)C21C (stereo not given) is listed as 3.1%, -4, -2, 2.6, -21%, 8, 23, -2, 6
# CCc1ccccc1NC(=O)CSc1nnc(-c2cc(C)[nH]n2)n1N is listed as -0.8%, 2, -5, 0.5, -5%, 8, 7, -10, 0

# This is a subset; the hit share may differ from the screen's.
